ERAP1 HTS inh = blocks human ERAP1 aminopeptidase activity. hit rate 0.15% among 340,000. inhibition, % at 10.7 µM. recombinant ERAP1, Leu-AMC fluorescence, 60 min;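 active means mean replicate inhibition of at least 30%, or all replicates individually reaching that 30% level; inactive means mean below 30% and not every replicate reaching it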;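 further: 0% = neutral control wells and 100% = L-leucinethiol positive control wells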
Target sequence (Q9NZ08 whole entry, looked up): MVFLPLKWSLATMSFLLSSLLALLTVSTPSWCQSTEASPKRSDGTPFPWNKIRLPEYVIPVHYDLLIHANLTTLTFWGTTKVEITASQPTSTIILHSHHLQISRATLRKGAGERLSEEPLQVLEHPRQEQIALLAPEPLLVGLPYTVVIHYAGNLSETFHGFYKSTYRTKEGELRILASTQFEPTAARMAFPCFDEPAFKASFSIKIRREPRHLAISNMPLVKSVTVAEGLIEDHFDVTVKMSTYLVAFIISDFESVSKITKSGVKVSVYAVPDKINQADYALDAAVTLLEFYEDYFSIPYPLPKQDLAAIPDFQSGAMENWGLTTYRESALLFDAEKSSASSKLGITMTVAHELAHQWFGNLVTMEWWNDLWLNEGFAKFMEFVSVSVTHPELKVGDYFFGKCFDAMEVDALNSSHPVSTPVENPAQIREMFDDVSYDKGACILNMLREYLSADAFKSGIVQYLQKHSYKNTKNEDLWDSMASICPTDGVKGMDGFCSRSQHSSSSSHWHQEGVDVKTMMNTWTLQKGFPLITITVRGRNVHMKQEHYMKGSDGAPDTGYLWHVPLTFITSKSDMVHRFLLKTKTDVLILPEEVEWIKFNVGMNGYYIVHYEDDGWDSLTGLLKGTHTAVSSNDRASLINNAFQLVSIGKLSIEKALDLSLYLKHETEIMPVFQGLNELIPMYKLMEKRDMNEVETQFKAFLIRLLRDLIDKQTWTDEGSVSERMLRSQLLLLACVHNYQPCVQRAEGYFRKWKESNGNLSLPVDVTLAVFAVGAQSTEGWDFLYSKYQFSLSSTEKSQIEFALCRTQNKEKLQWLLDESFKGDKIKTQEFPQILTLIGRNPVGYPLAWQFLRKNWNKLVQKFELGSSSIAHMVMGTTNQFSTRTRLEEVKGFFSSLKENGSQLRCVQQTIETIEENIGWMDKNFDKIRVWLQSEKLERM
S100A4 MyoIIA = S100A4-myosin IIA interaction inhibition; AID 652163; P26447; S100A4/TAMRA-MyoIIA peptide fluorescence polarization; inhibition, % at 10.7 µM; hit rate 0.14% among 360,000;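 active means mean inhibition of at least 70% across replicates, with every replicate also reaching that level; inconclusive means mean inhibition reaches 70% but some replicates fall short; inactive means mean inhibition below 70%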
Target sequence (P26447 whole entry, looked up): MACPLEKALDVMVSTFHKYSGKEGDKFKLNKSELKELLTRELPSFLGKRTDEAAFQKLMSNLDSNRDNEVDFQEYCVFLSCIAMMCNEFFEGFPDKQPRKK
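assay system = human S100A4 monomer with TAMRA-labelled myosin IIA peptide | also added = labelled myosin peptide probe, 5 nM | incubation = 5 min between mix addition and reading | control set = DMSO and TFP controls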
esBAF inh = blocks esBAF chromatin remodeling in mouse ES cells; Bmi1-luciferase knock-in reporter, 24 h; 100% = twice the neutral-well signal; reporter increase, % at 12.5 µM; hit rate 2% among 350,000; in the data active means activation above about 40%; inconclusive means no clear call, values can overlap the other calls;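 further: 0% = median of the plate's neutral control wells and 100% = double that signal; a rise in the Bmi1 reporter signal indicates esBAF inhibition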
E-selectin induc = induces E-selectin expression in human endothelial cells. HUVEC E-selectin immunofluorescence imaging; normalized: neutral wells 0, TNF-alpha wells 100. hit rate 0.37% among 260,000. P16581. AID 686992. activation, % at 7.58 µM;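 active means mean E-selectin-positive cell signal at least 10% of the positive control, reached in at least 60% of replicates, without over 20% cell loss; inconclusive means no rule given, readout overlaps actives, possibly toxicity-flagged; inactive means the rest, including those meeting only one limit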;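 further: in these data hits start at about 27%; measured in HUVEC primary endothelial cells; signal is the percent of cells scored E-selectin positive by PE staining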
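assay system = HUVEC, human umbilical vein endothelial cells | input = 3,000 HUVEC seeded per well | medium = EGM-2 growth medium on 0.1% gelatin-coated wells | dosing = one compound dose added by pin transfer | signal = immunofluorescence imaging | read-out basis = % PE-positive cells | control set = TNF-alpha, DMSO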
RAD54 branch = RAD54 (human) branch migration inhibition. Q92698. inhibition, % at 10.4 µM. RAD54 Holliday junction branch migration, FAM/BHQ fluorescence. AID 602329. hit rate 0.14% among 360,000;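 active means mean normalized replicate activity at least 40 and at least half of replicates scoring 40 or more; inconclusive means only one of the two criteria met; inactive means mean below 40 and under half of replicates reaching 40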;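 further: 0% = median of neutral control wells and 100% = median of positive control wells; inhibitors cause a drop in the FAM fluorescence signal; in these data hits start at about 50%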
ERp5 block = blocks human ERp5 reductase activity on insulin; Q15084; ERp5 insulin aggregation, absorbance 650 nm, 90 min; inhibition, % at 9.99 µM; hit rate 0.05% among 350,000; AID 651711;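 active means mean replicate inhibition above about 25%, with every replicate also reaching it, limit read from the data, passing the limit was not always enough; inconclusive means only one of those two criteria met; inactive means neither criterion met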
RAD52 anneal inh = inhibitors of human RAD52 DNA annealing | P43351 | recombinant RAD52 DNA annealing, FRET fluorescence | inhibition, % at 18.7 µM | hit rate 0.46% among 360,000;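 active means every replicate showing at least 50% inhibition; inconclusive means mean inhibition at least 50% but not in every replicate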
XiGFP reactiv = X-chromosome reactivation activator; XiGFP mouse fibroblasts, % GFP-positive cells imaging, 3 d; cells co-treated with 5-aza-dC sensitizer; scaled so ellipticine positive control = 100%; hit rate 0.055% among 360,000; activation, % at 7.58 µM;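 active means mean normalized replicate activation at least 10% and every replicate at or above 10%; inconclusive means only one of the two criteria met; inactive means mean below 10% and not all replicates reach 10%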;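 further: 0% = median of on-plate neutral control wells and 100% = ellipticine 6 µM median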
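System: 68-5-11 XiGFP fibroblast line | Buffer or medium: DMEM containing 5-aza-dC | Compound: Single point | Times: Compounds 3 days, fix/stain 15 min at room temperature | Benchmarks: Positive control ellipticine, 6 µM final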
Starred values were filed as active, the others as inactive; ? = inconclusive; / = not tested or not shown.

nr	Molecule	ERAP1 HTS inh	S100A4 MyoIIA	esBAF inh	E-selectin induc	RAD54 branch	ERp5 block	RAD52 anneal inh	XiGFP reactiv
1	O=C(O)CSc1nnc(COc2ccc(Br)cc2)n1-c1ccccc1	-5	-1	-2	/	-5	5	-9	0.1
2	Oc1c(C=Nc2ccccc2)sc2ccccc12	-2	-27	/	-0.6	/	-18	-37	0.0
3	CSCCC(NC(=O)c1ccccc1Cl)C(=O)N1CCCCCCC1 (configuration not stated)	-3	1	1	-0.2	6	0	-7	-0.1
4	COc1ccc2c(=O)c3c(=O)n(CCc4ccccc4)c(C(C)C)nc3oc2c1	/	-6	/	/	/	3	-27	0.4
5	CC(=O)c1c(C)oc2ccc(NS(=O)(=O)c3ccc(C)cc3)cc12	3	1	7	0.2	5	1	3	0.1
6	COc1ccc(C(=O)Nc2ccc(OC)c([N+](=O)[O-])c2)cc1Br	-1	-4	5	0.0	-5	3	-1	0.0
7	CC1(C)CC(=O)c2cc(O)ccc2O1	-1	3	-1	/	-6	5	-6	-0.1
8	OC(COc1cccc2ccccc12)CN1CCN(c2ccccc2)CC1 (configuration not stated)	-2	2	-1	0.1	-1	-3	-7	0.1

(further entries)
nr	Molecule	ERAP1 HTS inh	S100A4 MyoIIA	esBAF inh	E-selectin induc	RAD54 branch	ERp5 block	RAD52 anneal inh	XiGFP reactiv
9	COc1ccccc1CNC(=O)C1CC2Cn3c(nc4ccccc43)C2N1C (configuration not stated)	1	-4	1	-0.1	7	5	-22	-0.1
10	O=C1Nc2ccccc2-n2nnnc2C1N1CCN(c2ccc(C(F)(F)F)cn2)CC1 (configuration not stated)	/	12	/	2.3	/	3	-6	0.0
11	CC(C)(C)NC(=O)Nc1nnc(SCC(=O)NC2CCCCC2)s1	-6	-8	/	0.1	/	-2	-6	0.0
12	O=c1[nH]c2ccccc2cc1CN(Cc1ccco1)S(=O)(=O)c1ccccc1	0	0	2	/	-2	-13	-18	0.0
13	O=C(NCCCNc1ccnc2cc(Cl)ccc12)c1ccccc1F	-2	-8	5	0.1	-2	1	12	0.0
14	C[C@@H]1CN([C@@H](C)CO)C(=O)Cc2cc(NC(=O)CCCCCC(=O)Nc3ccccc3N)ccc2O[C@@H]1CN(C)C(=O)Nc1cccc2ccccc12	-4	-6	/	-8.2	/	-3	-22	0.1
15	C[C@@H]1CN([C@@H](C)CO)C(=O)c2cc(C3=CCCCC3)cnc2O[C@H]1CN(C)C(=O)c1ccncc1	3	4	0	0.0	-7	8	4	0.1
16	Cc1cc(C)nc(N/N=C/c2cc(Br)ccc2O)n1	0	2	/	0.4	-1	6	-26	1.7

Following part.
nr	Molecule	ERAP1 HTS inh	S100A4 MyoIIA	esBAF inh	E-selectin induc	RAD54 branch	ERp5 block	RAD52 anneal inh	XiGFP reactiv
17	O=C(c1ccc([N+](=O)[O-])c(CS(=O)(=O)c2ccc(Cl)cc2)c1)N1CCCC1	1	3	2	/	0	2	8	0.0
18	Cc1ccn2cc(CCNC(=O)c3ccc(Br)o3)nc2c1	-1	5	6	0.4	-4	-3	-13	-0.1
19	CN(C)CCCNC(=S)NCCNc1nc2cc3c(cc2cc1C#N)OCO3	/	9	/	4.5	/	4	35	0.0
20	O=C(CN1CCN(Cc2ccc(F)cc2)CC1)Nc1ccccc1F	-5	0	-5	0.2	-23	0	-3	0.3
21	C[C@@H]1CN([C@@H](C)CO)C(=O)c2cc(NS(=O)(=O)c3cccs3)ccc2O[C@@H](C)CCCCO[C@H]1CN(C)Cc1ccc(C(F)(F)F)cc1	4	3	3	-0.2	-3	-9	-42	-0.6
22	COC(C/C=C\[C@@H](O)[C@@H](C)OCc1ccccc1)OC	1	1	/	0.0	-16	2	-1	0.4
23	COC(=O)c1cccn(CC(=O)c2ccc(Cl)cc2Cl)c1=O	-1	-2	/	/	/	2	-5	0.4
24	O=S(=O)(/C=C/c1ccccc1)Nc1ccc(F)cc1	2	-1	/	0.1	/	-3	4	0.2

The listing continues.
nr	Molecule	ERAP1 HTS inh	S100A4 MyoIIA	esBAF inh	E-selectin induc	RAD54 branch	ERp5 block	RAD52 anneal inh	XiGFP reactiv
25	CC(=O)c1ccc(Nc2c(C)n(C)n(-c3ccccc3)c2=O)cc1	6	2	/	/	/	-2	-5	0.0
26	Cc1ccn2c(=O)nc(SCC(=O)N3CCCCC3)nc2c1	-9	4	/	/	-6	3	-17	0.1
27	CCOC(=O)C(=CNc1cc(OC)ccc1-n1cccc1)C(=O)OCC	1	0	-7	0.1	-6	-1	-18	0.0
28	Cc1cscc1-c1nc(NCC2CC2)nc2ccsc12	2	-4	-8	-0.9	1	-1	-198	0.0
29	C[C@H]1CN([C@@H](C)CO)C(=O)c2cc(C3=CCCC3)cnc2O[C@@H]1CN(C)Cc1cccnc1	0	1	4	0.0	6	7	-13	-0.1
30	CC1(C)CC(NC(=O)c2cccc(S(=O)(=O)N(Cc3ccccc3)c3ccccc3)c2)CC(C)(C)N1	2	-12	5	-1.0	4	7	36	0.4
31	CCCNC(=O)CSc1ccc(S(=O)(=O)N2CCCC2)cn1	-3	-6	-6	/	-2	2	1	0.3
32	CCOc1ccc(CCNC(=O)COC(=O)c2ccc(S(C)(=O)=O)cc2)cc1OCC	5	-2	0	-2.2	1	-1	-2	0.0

The results go on.
nr	Molecule	ERAP1 HTS inh	S100A4 MyoIIA	esBAF inh	E-selectin induc	RAD54 branch	ERp5 block	RAD52 anneal inh	XiGFP reactiv
33	CSc1nnc(N2C(=O)C(O)=C(C(=O)c3ccco3)C2c2ccccc2F)s1 (configuration not stated)	7	0	10	/	-4	4	-20	0.0
34	NC(=O)NCC#Cc1ccc2c(c1)[C@]1(C(=O)N2)[C@H](c2ccccc2OCCO)N2[C@H](c3ccccc3)[C@H](c3ccccc3)OC(=O)[C@H]2[C@@H]1C(=O)N1CCN(c2ncccn2)CC1	-2	-7	/	/	/	8	8	/
35	O=C(CN1C(=O)COc2ccc(Cl)cc21)Nc1ccc2c(c1)OCCO2	1	2	0	/	/	-1	-9	/
36	COc1cccc(C(=O)O/N=C2\CCS(=O)(=O)c3sccc32)c1	-4	-2	/	0.1	/	-3	-6	0.5
37	COc1cccc(-c2ccc3c(c2)O[C@H](CN(C)Cc2ccncc2)[C@H](C)CN([C@@H](C)CO)S3(=O)=O)c1	-3	0	1	0.2	0	12	4	1.0
38	S=C(CSc1ccccc1)Nc1cccc2ccccc12	-1	4	-8	-0.1	7	-7	-7	0.2
39	Cc1ccc(S(=O)(=O)N2CCOCC2)cc1C(=O)NC1CCN(Cc2ccccc2)CC1	-2	-7	-8	/	-15	0	-8	0.2
40	COc1ccc(C2=NOC(COc3ccc4c(C)cc(=O)oc4c3)C2)c(OC)c1 (configuration not stated)	0	-1	2	0.8	2	2	-4	0.4

Later entries.
nr	Molecule	ERAP1 HTS inh	S100A4 MyoIIA	esBAF inh	E-selectin induc	RAD54 branch	ERp5 block	RAD52 anneal inh	XiGFP reactiv
41	CC=Cc1ccc2n(c1=O)C[C@@H]1[C@@H](CO)[C@H](C(=O)N3CCOCC3)N(Cc3ccccc3)[C@H]21 (mixture of isomers)	3	25	3	1.2	-5	-3	-6	0.0
42	CCCCC1=NN(C(=O)c2cccnc2)C(O)(C(F)(F)F)C1 (configuration not stated)	-2	2	/	0.2	-1	18	-11	0.1
43	COc1ccc2[nH]c(=O)c(CN(c3ccccc3OC)S(=O)(=O)c3ccccc3)cc2c1	-1	-13	7	0.1	7	-1	-3	0.3
44	c1ccc(NC2=NCCN2CCCC2CCCC2)cc1	-5	1	-5	-0.1	6	2	-5	-0.1
45	CC(=O)Nc1ccc2c(c1)C(=O)N(C)[C@H]1CC[C@H](CC(=O)NCc3ccc(F)cc3)O[C@@H]1CO2	2	10	-1	0.1	-5	-5	-2	0.1
46	Cc1ccc(S(=O)(=O)N2C[C@H]3[C@H]4C(=O)N(c5ccccc5)C(=O)[C@H]4C[C@H](OC(=O)NCC4CCCCC4)[C@@]3(O)C2)cc1	7	-1	0	0.7	-1	-1	-10	0.2
47	CN1C(=O)c2cc(NS(C)(=O)=O)ccc2OC[C@@H]2O[C@H](CC(=O)NCc3ccccc3)CC[C@H]21	0	-8	1	0.0	0	10	-5	0.0
48	COC(=O)c1ccc2c(=O)n(CCN3CCOCC3)c(SCC(=O)Nc3cccc(OC)c3)nc2c1	1	0	-6	2.3	2	8	-4	0.1

Ordered by length of the SMILES (high to low): some entries from above
nr	Molecule	ERAP1 HTS inh	S100A4 MyoIIA	esBAF inh	E-selectin induc	RAD54 branch	ERp5 block	RAD52 anneal inh	XiGFP reactiv
46	Cc1ccc(S(=O)(=O)N2C[C@H]3[C@H]4C(=O)N(c5ccccc5)C(=O)[C@H]4C[C@H](OC(=O)NCC4CCCCC4)[C@@]3(O)C2)cc1	7	-1	0	0.7	-1	-1	-10	0.2
37	COc1cccc(-c2ccc3c(c2)O[C@H](CN(C)Cc2ccncc2)[C@H](C)CN([C@@H](C)CO)S3(=O)=O)c1	-3	0	1	0.2	0	12	4	1.0
41	CC=Cc1ccc2n(c1=O)C[C@@H]1[C@@H](CO)[C@H](C(=O)N3CCOCC3)N(Cc3ccccc3)[C@H]21 (mixture of isomers)	3	25	3	1.2	-5	-3	-6	0.0
47	CN1C(=O)c2cc(NS(C)(=O)=O)ccc2OC[C@@H]2O[C@H](CC(=O)NCc3ccccc3)CC[C@H]21	0	-8	1	0.0	0	10	-5	0.0
39	Cc1ccc(S(=O)(=O)N2CCOCC2)cc1C(=O)NC1CCN(Cc2ccccc2)CC1	-2	-7	-8	/	-15	0	-8	0.2
40	COc1ccc(C2=NOC(COc3ccc4c(C)cc(=O)oc4c3)C2)c(OC)c1 (configuration not stated)	0	-1	2	0.8	2	2	-4	0.4
42	CCCCC1=NN(C(=O)c2cccnc2)C(O)(C(F)(F)F)C1 (configuration not stated)	-2	2	/	0.2	-1	18	-11	0.1
38	S=C(CSc1ccccc1)Nc1cccc2ccccc12	-1	4	-8	-0.1	7	-7	-7	0.2
44	c1ccc(NC2=NCCN2CCCC2CCCC2)cc1	-5	1	-5	-0.1	6	2	-5	-0.1

Next records
nr	Molecule	ERAP1 HTS inh	S100A4 MyoIIA	esBAF inh	E-selectin induc	RAD54 branch	ERp5 block	RAD52 anneal inh	XiGFP reactiv
49	COc1ccc(NC(=O)Nc2ccc3c(c2)OC[C@@H](C)NC[C@H](C)[C@@H](OC)CN(C)C3=O)cc1	-3	2	-2	0.1	8	2	11	0.2
50	CNc1cnc(-c2ccsc2)cn1	0	4	?	0.6	-4	7	1	0.4
51	COc1ccc(OC)c(S(=O)(=O)N2CCC(C(=O)N3CCCC3)CC2)c1	1	3	-2	0.3	/	1	-11	0.4
52	O=C(Nc1cccc(S(=O)(=O)N2CCCCCC2)c1)c1ccc2ccccc2n1	-1	2	/	/	-9	4	-53	0.0
53	CC(=O)c1ccc(-n2c(-c3cc(-c4ccsc4)n[nH]3)n[nH]c2=S)cc1	5	2	/	3.7	/	-8	-6	-0.2
54	CC1(C(=O)NCc2ccccc2)CSCC(=O)N1C1CCN(Cc2ccccc2)CC1 (configuration not stated)	/	1	/	-2.6	/	0	-5	0.2
